Cav32 inh – human Cav3.2 channel inhibition, primary screen. O95180. Cav3.2-expressing cells, Fluo-4 calcium fluorescence FDSS; active compounds read low. B-score at 10 µM. actives 4% (n = 100,000). AID 449739;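 active means single-dose well whose peak fluorescence ratio is a statistical outlier from its plate by either plate-standardised score or position-corrected B-score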
* hit, by the source's call. Not all compounds are listed. The share of hits here may be higher or lower than overall.

Cav32 inh | SMILES
-1.3 | Cc1ccc(NCc2nnc(SCCN3CCCCC3)n2CC2CCCO2)cc1Cl (stereo unspecified)
0.15 | Clc1ccc(COc2ccccn2)cc1Cl
0.34 | CC(=O)N(C)c1ccc(NC(=O)C(F)(F)F)cc1
-0.43 | Cc1ccccc1-c1nnc(SCCOc2ccc3c(C)cc(=O)oc3c2)o1
0.0022 | CCCOC(=O)c1ccc(NC(=O)C2CCCO2)cc1 (stereo unspecified)
-1.7 | O=C(Oc1ccccc1)N1CCN(c2ccc(F)cc2)CC1
-4.3* | CCOc1ccc(-n2c(SCc3nc(-c4ccc(C)cc4)no3)nnc2-c2ccncc2)cc1
0.96 | COc1ccc(OC)c(NC(=O)COc2ccc(S(=O)(=O)NC(C)C)cc2)c1
0.67 | Clc1ss/c(=N\c2ccccn2)c1Cl
0.18 | O=C(O)CC(C(=O)N(c1ccccc1)c1ccccc1)N1CCOCC1 (stereo unspecified)
-0.32 | COc1ccccc1CNC(=O)c1cnccn1
0.67 | Nc1ccc(O)c2c(=O)cc(-c3ccccc3Cl)oc12
0.29 | CC1=CC(=O)[C@H]2C(C)(C)CCC[C@]2(C)[C@@]1(O)CO
-0.22 | CCC(C)c1nc2c(c(N3CCC3=O)c1-c1ccccc1)CCCC2 (stereo unspecified)
0.029 | O=C(Nc1ccccc1)N(C1=NCCC1)c1ccc(OC(F)F)cc1
-0.12 | CCC(c1nnnn1CCOC)N(Cc1cc2c(C)cc(C)cc2[nH]c1=O)CC1CCCO1 (stereo unspecified)
0.01 | Cc1c(-c2ccccc2)sc(Br)c1C(=O)N1CCOCC1
-1.4 | O=S(=O)(Nc1nc2ccccc2nc1NCc1ccco1)c1cccs1
-0.44 | N#Cc1ccccc1/C=N/Nc1nc(-c2ccccc2)c2cc(Br)ccc2n1
1.2 | COc1ccnc(CSC(N)=Nc2ccc(F)cc2)c1

Quoted from the listing.
Entry of `O=S(=O)(Nc1nc2ccccc2nc1NCc1ccco1)c1cccs1` in Cav32 inh: -1.4
Entry of `Cc1c(-c2ccccc2)sc(Br)c1C(=O)N1CCOCC1` in Cav32 inh: 0.01
Entry of `CC1=CC(=O)[C@H]2C(C)(C)CCC[C@]2(C)[C@@]1(O)CO` in Cav32 inh: 0.29
Entry of `COc1ccnc(CSC(N)=Nc2ccc(F)cc2)c1` in Cav32 inh: 1.2

Four entries out of the list above, arranged by their value in Cav32 inh, ascending:
molecule	Cav32 inh
N#Cc1ccccc1/C=N/Nc1nc(-c2ccccc2)c2cc(Br)ccc2n1	-0.44
Cc1c(-c2ccccc2)sc(Br)c1C(=O)N1CCOCC1	0.01
Clc1ccc(COc2ccccn2)cc1Cl	0.15
Clc1ss/c(=N\c2ccccn2)c1Cl	0.67

Following part:
Cav32 inh | SMILES
-0.077 | Clc1ccc(OCc2cc(-c3ccccc3)no2)c(Cl)c1
-0.1 | CC(=O)c1cccc(NC(=O)c2cc(-c3ccc(F)cc3)on2)c1
-0.35 | CCN1CCN(C(c2cccs2)C(C)NS(=O)(=O)c2ccc(F)cc2)CC1 (stereo unspecified)
1.1 | CC(C)(C)NC(=O)COC(=O)c1cc(F)c(F)cc1Cl
-0.39 | Brc1cccc(/C=N\n2cnnc2)c1
-1.4 | O=C(Nc1ccc(Cc2ccc(NC(=O)C3CC3)c(O)c2)cc1O)C1CC1
-0.17 | O=C1CCC(=O)N(O)CCCCCNC(=O)CCC(=O)N(O)CCCCNC(=O)CCC(=O)N(O)CCCCCN1
0.48 | Cc1cc(=O)[nH]c(N2CCCC2)n1
1.5 | Cc1nnc(NC(=O)CSc2nc3ccccc3o2)s1
-2 | COc1ccc(NC(=O)Nc2ncccc2C)cc1
0.55 | CCOC(=O)C1CCC2(CC1)C(C#N)=C(N)Oc1n[nH]c(C)c12 (stereo unspecified)
0.62 | O=C(Cc1cccs1)NCc1ccco1
-0.33 | Cc1cc(-c2nc3ncccc3o2)ccc1NC(=O)CC(C)C
-0.23 | COc1ccc(CNC(=O)C2(CC3CC(c4ccccc4)=NO3)CCN(C(=O)CCCCCBr)CC2)cc1 (stereo unspecified)
-2 | Cc1cc(C)c(S(=O)(=O)NCc2ccc3c(c2)cc(C)n3C)c(C)c1
-0.13 | O=C1CCC(C(=O)OCc2cc(Cl)ccc2OC(F)F)N1 (stereo unspecified)
0.085 | CCOC(=O)C1CCCN(Cc2cccs2)C1 (stereo unspecified)
-3.2 | CC1CCCC(C)N1C(=O)CSc1nnnn1-c1cccc2c1CCCC2 (stereo unspecified)
-3.1 | O=c1c2ccccc2c2ccccc2c(=O)n1Cc1ccco1
-1.3 | O=C(NCCO)C1(c2ccccc2)CCCC1
-3.6 | CC(=O)C1=C(O)C(=O)N(c2nccs2)C1c1ccc(Br)cc1 (stereo unspecified)
-0.19 | CN1C(=O)CSc2ccc(NC(=O)NCc3cccnc3)cc21
-0.19 | CCOCC(=O)Nc1nc(-c2ccccc2)c(CC)s1
-0.87 | Cc1ccc(O)c([C@H](CCN(C(C)C)C(C)C)c2ccccc2)c1
-0.0012 | COc1ccc(N(CC(=O)NCc2ccco2)S(=O)(=O)c2c(C)nn(C)c2C)cc1
-0.48 | CN(C)CCCN1C(=O)c2oc3ccccc3c(=O)c2C1c1cccs1 (stereo unspecified)
-0.32 | COCC(=O)Nc1nnc(Cc2ccc(OC)cc2)s1
-2 | COc1ccc(COc2ccsc2C(=O)Nc2ccc(Cl)c(Cl)c2)cc1
-0.42 | COc1cccc(C(=O)Cn2c(NCCO)nc3ccccc32)c1
1.3 | O=C(CN1C(=O)c2cccc3cccc1c23)N1CCN(c2ccc(F)cc2)CC1

Next part, overlapping the part above by six compounds.
Cav32 inh | SMILES
-0.0012 | COc1ccc(N(CC(=O)NCc2ccco2)S(=O)(=O)c2c(C)nn(C)c2C)cc1
-0.48 | CN(C)CCCN1C(=O)c2oc3ccccc3c(=O)c2C1c1cccs1 (stereo unspecified)
-0.32 | COCC(=O)Nc1nnc(Cc2ccc(OC)cc2)s1
-2 | COc1ccc(COc2ccsc2C(=O)Nc2ccc(Cl)c(Cl)c2)cc1
-0.42 | COc1cccc(C(=O)Cn2c(NCCO)nc3ccccc32)c1
1.3 | O=C(CN1C(=O)c2cccc3cccc1c23)N1CCN(c2ccc(F)cc2)CC1
-0.18 | COc1ccc(Cc2nc(-c3ccc(-n4cccc4)cc3)no2)cc1OC
-5.8* | CCOC(=O)c1c(C)[nH]c(C(=O)C(C)Sc2ccc(Cl)cc2)c1C (stereo unspecified)
0.33 | CN(CCCNC(=O)C1CCN(S(=O)(=O)N2CCC3(CC2)OCCO3)CC1)Cc1ccccc1
-0.039 | C=C(C)C1CCC(C)=C1CC(C)(C)/C=N\n1cnnc1 (stereo unspecified)
0.36 | O=C(CN1CCOCCOCCOCCOCC1)Nc1ccccc1
-0.75 | COC(=O)c1cc2oc(C)cc2n1CC(=O)Nc1cc(C)cc(C)c1
-0.21 | CCN1CCCC1CNC(=O)C1c2ccccc2C(=O)N(CCOC)C1c1ccc(F)cc1 (stereo unspecified)
2 | CCN(CC)S(=O)(=O)c1cc(C(=O)n2cccn2)c(Cl)cc1Cl
-2.1 | COCCn1nnnc1C(c1cc2cc(OC)ccc2[nH]c1=O)N1CCC(Cc2ccccc2)CC1 (stereo unspecified)
-3.3 | Cc1ccc(/C=C(\NC(=O)c2ccc(C)cc2)c2nc(=S)[nH][nH]2)cc1
1.7 | CCCn1c(SCC(=O)N2CCN(S(=O)(=O)c3ccc(Cl)cc3)CC2)n[nH]c1=O
-1.4 | O=C1CCCc2nc(N3CCN(C(c4ccccc4)c4ccccc4)CC3)ncc21
-1.7 | O=c1cc(N2CCCCC2)c(-c2ccccc2)nn1Cc1ccc(Cl)cc1Cl
0.004 | O=C(COc1ncnc2ccccc12)NC1CCS(=O)(=O)C1 (stereo unspecified)
0.76 | COC(=O)Nc1cccn(Cc2c(Cl)cccc2Cl)c1=O
0.8 | CCSc1nnc(NC(=O)c2cccnc2Cl)s1
-1.3 | O=C(c1cc2ccccc2o1)c1nc2c(n1O)CCCCC2
0.29 | CSC1=NCCN1C(=O)Cc1cccs1
-4.3 | CC1CCC2(CC1)C(Nc1cccc(Cl)c1)=NC(=S)N2CC#N (stereo unspecified)
-5.2* | Cc1ccc(C(=O)NNC(=S)NC(=O)COc2ccccc2)cc1
0.21 | Cc1ccc(S(=O)(=O)N2CCN(S(C)(=O)=O)CC2)cc1
0.27 | COc1ccccc1Cn1cnc2cccnc21
0.78 | COc1ccc(-c2noc(-c3cc(Cl)ccc3Cl)n2)cc1OC
-0.2 | CSc1ncccc1C(=O)OCC(=O)N1CCOCC1
0.55 | COc1ccccc1CNC(=O)CC(C)C
-0.056 | CCSc1nc(N2CCCCC2)c2c(c1C#N)CCCC2
-0.91 | CC(C)(C)c1cc(OC(=O)c2ccncc2)ccc1O
-0.046 | Cc1ccc(NC(=O)C2CCCN(S(=O)(=O)c3c(C)noc3C)C2)cc1F (stereo unspecified)
-0.096 | CCN1C(=O)c2cccc3c(NC(=O)c4ccc5c(c4)OCCO5)ccc1c23
-0.88 | Cc1csc(N2CCCC2c2nc3cc(Cl)c(N4CCCCC4)cc3n2CCOCCO)n1 (stereo unspecified)
0.26 | Cc1ccc(CC(=O)OCCNC(=O)c2cccnc2)cc1
-0.16 | CCC(C)(C)C1CCc2c(sc(NC(=O)c3ccoc3C)c2C(N)=O)C1 (stereo unspecified)
-0.64 | Cc1csc(=O)n1CC(=O)OCc1cccc2ccccc12
1 | CCCC/S(CC1CC1(Cl)Cl)=N\S(=O)(=O)c1ccc(C)cc1 (stereo unspecified)
0.33 | CCOC(=O)C(=O)Nc1ccccc1C(N)=O
0.17 | COc1cc(NC(=O)N[C@H](C(=O)O)C(C)C)cc(OC)c1
-0.28 | CCC(C)NS(=O)(=O)c1ccc(OCC(=O)Nc2ccc3c(c2)OCCO3)cc1 (stereo unspecified)
0.55 | Cn1c(CN2CCCCC2)nc2cc(NC(=O)c3cccc(Br)c3)ccc21
0.14 | Cc1cccc(N(CC(=O)Nc2ccc(CC#N)cc2)S(C)(=O)=O)c1
-2.6 | O=C(NCc1nc2ccccc2[nH]1)C1=C[C@H](c2ccc(C(F)(F)F)cc2)C[C@H](OCc2ccc(CO)cc2)O1
1 | CC1=CC(C)(C)Nc2ccc(C)cc21
1.4 | Cc1nccn1CCCN1C(=O)OC2(CCCCC2)C1(C)O (stereo unspecified)
-2 | CCOC(=O)N1CCC(NC(=O)c2ccc3c(c2)N(Cc2ccc(F)cc2)CCS3)CC1
-1.2 | CC(=O)c1ccc(OC(=O)N(c2ccccc2)c2ccccc2)cc1
0.39 | CCn1c(SCC(=O)N2CCCc3ccccc32)nc2cccnc21
-0.054 | CCCc1nnc(NC(=O)CCC(=O)Nc2ccc(F)cc2)s1
0.41 | Cc1sc2ncnc(NCC3(N4CCOCC4)CCCCC3)c2c1C
-4.5* | O=C1c2[nH]nc(-c3ccccc3O)c2C(c2ccc(F)cc2)N1Cc1ccco1 (stereo unspecified)
0.77 | COCCSc1nnc(-c2cnccn2)o1
0.99 | COc1cccc(/C=N/NC(=O)CC2C(=O)NN=C2C)c1OC (stereo unspecified)

(further entries)
Cav32 inh | SMILES
0.0074 | Cc1ccc(NC(=O)c2cc(C)nn2-c2ccccc2)cc1
0.36 | COc1ccc(C(CC(=O)O)NC(=O)OC(C)(C)C)cc1 (stereo unspecified)
-0.66 | Cc1onc(-c2ccccc2Cl)c1C(=O)Nc1ccccc1C(=O)NC(C)C
-0.41 | COC(=O)c1ccc(N2C(=O)CC(N3CCN(c4ccccc4)CC3)C2=O)cc1 (stereo unspecified)
0.36 | CCOc1cc(C2C3=C(CCCC3=O)Nc3nc(C(=O)OC)nn32)ccc1OC (stereo unspecified)
0.33 | COc1nc(N(CC(N)=O)S(=O)(=O)c2ccccc2)nc(C)c1Cl
-0.59 | Cc1nnc(Sc2cc(C(=O)NCc3ccco3)c3ccccc3n2)s1
-0.47 | CCOc1nc(SC(C(C)=O)C(=O)Nc2ccccc2)nc(N(C)C)n1 (stereo unspecified)
-2.3 | COC(=O)COc1ccc(S(=O)(=O)N2CCc3ccccc3C2)cc1
-1.1 | Cc1nc2ncnn2c(Nc2ccc3c(c2)OCCO3)c1C
0.047 | Cn1c(=O)c2c(n(C)c1=O)=NC1(CCCCC1)ON=2
-0.55 | Cc1cc2ncn(C(=O)c3c(-c4c(Cl)cccc4Cl)noc3C)c2cc1C
-1.2 | COc1ccc(CCN/C=C2/CC(=O)NC2=O)cc1OC
0.23 | CCCCCCCCCCS(=O)(=O)N/N=C/c1ccc([N+](=O)[O-])cc1
0.23 | COCCNC(=O)c1onc(CSc2ccccn2)c1C(=O)NCCOC
-0.026 | COc1ccc(-n2c(=O)[nH]cc(C(=O)N3CCc4ccccc43)c2=O)cc1
0.51 | COc1ccccc1C(=O)Nc1nc2ccc(S(C)(=O)=O)cc2s1
-0.12 | CCC(C)Nc1nc2c(c(=O)n(C)c(=O)n2C)n1Cc1cccc(C)c1 (stereo unspecified)
-1.1 | CCOC(=O)c1[nH]c2cc(OC)c(OC)cc2c1NC(=O)C(C)N1CCN(Cc2ccccc2)CC1 (stereo unspecified)
1.4 | COc1ccc(-c2cnc(N)n2CC2CCCO2)cc1 (stereo unspecified)
-3.3 | O=C(O)C1CCCN1C(=O)c1cccs1 (stereo unspecified)
-3.2 | COc1ccc2cc3cc(C(=O)NCC4COc5ccccc5O4)oc3nc2c1 (stereo unspecified)
0.21 | COc1ccc2[nH]c(C(=O)O)c(NS(=O)(=O)c3ccc(OC)c(OC)c3)c2c1
0.91 | CCCC(=O)Nc1ccc(C(=O)Nc2nnc(COC)s2)cc1
0.24 | COc1cc(C(=O)NC2CCCNC2)cc(OC)c1OC (stereo unspecified)
0.52 | O=C(N/N=C/c1ccccc1Cl)c1cccc(F)c1
0.97 | NNC(=O)C1=NOC(CNc2ncc(C(F)(F)F)cc2Cl)C1 (stereo unspecified)
-0.98 | C=CC(COCc1ccccc1)N(Cc1ccccc1)S(=O)(=O)c1ccccc1Br (stereo unspecified)
-2.3 | CN(C)c1ccc(NC(=O)c2sc(SCC(=O)Nc3nccs3)nc2N)cc1
-0.91 | NC1=NC[C@H](Cc2ccc(O)cc2)N1CCC12CC3CC(CC(C3)C1)C2
0.89 | CCN1CCN(CCCCOc2ccccc2F)CC1

Source: PubChem BioAssay
